From PubChem BioAssay
FID counter = counter-screen for HCV NS3 helicase inhibitors: DNA intercalator displacement; DNA fluorescent intercalator displacement, fluorescence; inhibition, % at 7.9 µM; actives 0.17% (n = 290,000); AID 1845; in the data active = inhibition above about 37%;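 note: 0% = vehicle and 100% = reference compound; higher means more ethidium bromide displaced from hairpin DNA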
IMP-1 inh = blocks Pseudomonas aeruginosa IMP-1 metallo-beta-lactamase; inhibition, % at 5.6 µM; AID 1556; actives 0.45% (n = 290,000); purified IMP-1, nitrocefin hydrolysis, epi-absorbance fluorescence;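 active = inhibition above the mean plus 3 SD of all compounds in the same screening run, cut at about 4.5% in these data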;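 note: 0% = IMP-1 with DMSO and 100% = DMSO wells lacking enzyme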
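assay system = purified recombinant IMP-1 metallo-beta-lactamase enzyme | schedule = 15 min preincubation plus 25 min reaction at 25 °C | signal = Epi-absorbance fluorescence, 480 nm excitation, 530 nm emission | read-out basis = percent inhibition from optical density relative to buffer-blank wells | controls = IMP-1 with DMSO as 0%, enzyme-free DMSO as 100%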
M18AAP inhibitor = blocks P. falciparum M18 aspartyl aminopeptidase | actives 1.2% (n = 290,000) | recombinant PfM18AAP, H-Glu-NHMec fluorogenic cleavage | AID 1822 | inhibition, % at 7.35 µM;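 active = inhibition above the campaign mean inhibition over all tested compounds plus 3 SD, cut at about 28% in these data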;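 note: 0% = plate median of test compound wells and 100% = 2 mM ZnCl2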
HCV NS3 hel inh = HCV NS3 helicase inhibition; NS3 helicase DNA unwinding, Cy5 molecular beacon fluorescence; inhibition, % at 10.9 µM; actives 0.56% (n = 290,000);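 active = inhibition above the mean of all tested compounds plus 3 SD, set per campaign, cut at about 35% in these data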;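 note: 0% = DMSO wells and 100% = thioflavine S control wells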
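Assay system – hepatitis C virus NS3 helicase domain fragment enzyme · Buffer or medium – MOPS pH 6.5, MgCl2, DTT, Tween20, BSA · Reagent – Cy5/quencher beacon DNA duplex and ATP to start · Compound – single 10.9 µM dose · Timing – 1 h at 25 °C · Technique – Cy5 beacon fluorescence read at start and 1 h · Measure – % inhibition of unwinding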
IDE cell activ = boosts human insulin-degrading enzyme activity in HEK cells; activation, % at 5.96 µM; actives 0.073% (n = 340,000); FAbeta-B cleavage, fluorescence polarization; 0% vehicle, 100% cell-free pure enzyme wells;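 active = activation above the mean of all tested compounds plus 3 SD, set per screening campaign, cut at about 17% in these data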
SUMO HTRF inh = SUMOylation inhibition; P63279; inhibition, % at 35 µM; AID 2006; HTRF SUMOylation assay, SAE1/SAE2 + UBC9, in vitro; actives 0.36% (n = 290,000); in the data active = inhibition above about 50%, passing the limit was not always enough; note: strong numbers were not always called active
Target sequence (P63279 whole entry, looked up): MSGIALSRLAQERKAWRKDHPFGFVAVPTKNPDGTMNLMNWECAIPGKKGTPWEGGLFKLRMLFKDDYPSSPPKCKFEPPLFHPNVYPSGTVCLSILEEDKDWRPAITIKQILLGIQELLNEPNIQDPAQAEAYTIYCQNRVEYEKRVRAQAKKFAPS
VIM-2 inhibitor = blocks Pseudomonas aeruginosa VIM-2 metallo-beta-lactamase; purified VIM-2, nitrocefin hydrolysis, epi-absorbance fluorescence; inhibition, % at 5.6 µM; actives 0.89% (n = 290,000);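 active = inhibition above the mean of all tested compounds plus 3 SD, cutoff set per screening run, cut at about 7.5% in these data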;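 note: red hydrolysis product quenches plate fluorescence so inhibitors raise well fluorescence; 0% = enzyme with DMSO and 100% = DMSO without enzyme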
pCIP destab = compounds decreasing mouse p/CIP protein stability. Q05BA5. F442A p/CIP-EGFP cells, EGFP fluorescence, 16 h. decrease of EGFP signal, % at 10 µM. actives 0.01% (n = 290,000);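 active = EGFP signal decrease of at least 30% at 10 µM or well 3 SD below plate mean, unless failing retest; inactive = the rest, including hits failing retest or dose response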; note: some compounds called inactive have numbers as strong as hits; many of its hits are not listed in these tables
IDE cell inh = inhibitors of human insulin-degrading enzyme in cells | P14735 | HEK cells, FAbetaB cleavage, fluorescence polarization | inhibition, % at 5.59 µM | actives 0.41% (n = 320,000) | AID 434962;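 active = percent inhibition above the average of all tested compounds plus 3 SD, set per screening campaign, cut at about 16% in these data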;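 note: IDE supplied by intact live HEK cells; FP after avidin binding of uncleaved biotin substrate so inhibition keeps polarization high; 0% = DMSO wells and 100% = 60 µM reference IDE inhibitor Ii1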
Active calls of the source: *; . = not tested or not shown. Rows were taken by chance (roughly 3.6% active in at least one column).

SMILES	FID counter	IMP-1 inh	M18AAP inhibitor	HCV NS3 hel inh	IDE cell activ	SUMO HTRF inh	VIM-2 inhibitor	pCIP destab	IDE cell inh
O=C(c1cnc2n(c1=O)CCS2)N(C1CCCCC1)C1CCCCC1	-17	-3.2	1	2	-2	1	-4.4	2	7
COc1ccc(Br)cc1CNC(=O)CCNC(=O)Cn1ccc2ccccc2c1=O	-5	0.0	-5	-4	2	-3	-0.1	-12	0
N/C(=N\O)c1ccc([N+](=O)[O-])s1	-1	-2.8	-13	2	0	14	-1.0	1	-1
Clc1cccc(-c2nnc3sc(-c4ccccc4)nn23)c1	-7	-2.7	-2	-7	.	.	-1.0	.	.
CC(=O)N1CCC2(CC1)C/C(=N\NC(=S)Nc1ccccc1F)c1cc(O)ccc1O2	-11	-4.9	19	-17	5	0	-2.6	-12	5
O=C(CCc1nnc(-c2ccccc2)o1)NC1CCCCC1	-3	2.2	-1	-8	-6	0	-4.2	6	-2
Cc1ccc(NC(=O)Cc2cccs2)cc1Cl	-1	-3.6	6	6	-6	2	-0.4	3	.
CN(c1ccccc1)S(=O)(=O)c1cccc(NC(=O)CC(C)(C)C)c1	-16	-2.8	-2	-7	-1	-18	-2.4	7	-1
COc1ccc(C2NC(=O)Cc3cc(OC)c(OC)cc32)cc1OC (stereo unspecified)	-5	-2.6	-3	-5	3	28	-0.3	-21	-4
Cc1cc(C)c(C)c(S(=O)(=O)N2CCC(C(=O)OCC(=O)N3c4ccccc4NC(=O)C3(C)C)CC2)c1C	-10	0.8	9	9	4	-6	-1.3	-8	6
COc1ccc2c(c1)C(=O)C(=O)N2	3	-4.2	3	6	-2	2	-2.2	-7	-5
CCN(CC)c1ccc(NC(=O)C2CC3CCC2C3)cc1 (stereo unspecified)	8	-1.2	15	7	0	6	-0.7	-8	2
CCC(=Nc1ccccc1)C1=C(O)CCCC1=O	0	-3.5	2	-12	.	8	-2.3	0	9
CS(=O)(=O)Nc1ccccc1C(=O)Nc1cc(Cl)cc(Cl)c1	-6	-0.7	-7	-8	1	28	-0.6	27	4
CC(=O)c1sc2nc(SCC(=O)N3CCCCC3)[nH]c(=O)c2c1C	-4	-2.2	-11	1	-3	-7	-0.1	-11	3
Cc1nonc1CN(C)C(=O)CC1C(=O)NCCN1Cc1ccc(F)c(F)c1 (stereo unspecified)	-3	-1.6	0	3	-5	-6	-5.4	6	7
O=C(O)CCCCCNS(=O)(=O)c1ccc2c(c1)OCCO2	2	-0.6	7	-1	3	-2	1.4	3	-3
Nc1c(C(=O)c2ccc(Cl)cc2)sc2nc3c(cc12)CCC3	-5	-2.2	-14	-2	1	9	-2.0	-5	-1
CC(NC(=O)COc1ccc(S(=O)(=O)N2CCCC2)cc1)c1ccccc1 (stereo unspecified)	-21	-3.2	0	0	0	-14	-0.2	0	4
O=C(NCC(=O)N(c1ccccc1)C(C(=O)NCC1CCCO1)c1ccccc1)c1ccco1 (stereo unspecified)	-20	0.3	0	11	2	-2	-0.1	-11	-1
CCn1c(SC(C)C(=O)O)nnc1-c1cccnc1 (stereo unspecified)	-1	0.7	3	-12	3	-3	-2.5	-6	-1
Cc1cc(C)n2nc(CCCCc3nc4nc(C)cc(C)n4n3)nc2n1	2	-3.3	4	2	.	17	-3.4	1	3
CCN1CCN(CC(=O)N2c3ccccc3Sc3ccccc32)CC1	-1	-1.5	-12	1	2	1	1.0	-8	-1
O=C1CC(c2ccco2)Cc2nc(N3CCc4ccccc4C3)ncc21 (stereo unspecified)	-21	-1.7	-23	23	-1	23	-1.4	-9	4
COc1ccc(CNc2nnnn2C)c(OC)c1	-4	-4.0	-3	1	0	5	-2.1	-3	1

Arranged by formula weight (descending): part of the list above.
SMILES	FID counter	IMP-1 inh	M18AAP inhibitor	HCV NS3 hel inh	IDE cell activ	SUMO HTRF inh	VIM-2 inhibitor	pCIP destab	IDE cell inh
O=C(NCC(=O)N(c1ccccc1)C(C(=O)NCC1CCCO1)c1ccccc1)c1ccco1 (stereo unspecified)	-20	0.3	0	11	2	-2	-0.1	-11	-1
CC(=O)N1CCC2(CC1)C/C(=N\NC(=S)Nc1ccccc1F)c1cc(O)ccc1O2	-11	-4.9	19	-17	5	0	-2.6	-12	5
CC(=O)c1sc2nc(SCC(=O)N3CCCCC3)[nH]c(=O)c2c1C	-4	-2.2	-11	1	-3	-7	-0.1	-11	3
CCN1CCN(CC(=O)N2c3ccccc3Sc3ccccc32)CC1	-1	-1.5	-12	1	2	1	1.0	-8	-1
Cc1cc(C)n2nc(CCCCc3nc4nc(C)cc(C)n4n3)nc2n1	2	-3.3	4	2	.	17	-3.4	1	3
COc1ccc(C2NC(=O)Cc3cc(OC)c(OC)cc32)cc1OC (stereo unspecified)	-5	-2.6	-3	-5	3	28	-0.3	-21	-4
Clc1cccc(-c2nnc3sc(-c4ccccc4)nn23)c1	-7	-2.7	-2	-7	.	.	-1.0	.	.
CCN(CC)c1ccc(NC(=O)C2CC3CCC2C3)cc1 (stereo unspecified)	8	-1.2	15	7	0	6	-0.7	-8	2
Cc1ccc(NC(=O)Cc2cccs2)cc1Cl	-1	-3.6	6	6	-6	2	-0.4	3	.
COc1ccc(CNc2nnnn2C)c(OC)c1	-4	-4.0	-3	1	0	5	-2.1	-3	1
CCC(=Nc1ccccc1)C1=C(O)CCCC1=O	0	-3.5	2	-12	.	8	-2.3	0	9
N/C(=N\O)c1ccc([N+](=O)[O-])s1	-1	-2.8	-13	2	0	14	-1.0	1	-1
COc1ccc2c(c1)C(=O)C(=O)N2	3	-4.2	3	6	-2	2	-2.2	-7	-5

(more compounds)
SMILES	FID counter	IMP-1 inh	M18AAP inhibitor	HCV NS3 hel inh	IDE cell activ	SUMO HTRF inh	VIM-2 inhibitor	pCIP destab	IDE cell inh
Cc1nn(Cc2ccccc2)c(C)c1NC(=O)c1cc(-c2ccco2)on1	-29	-4.6	18	8	-3	0	-3.8	8	1
CC(OC(=O)Cc1coc2ccc3ccccc3c12)C(=O)NC(N)=O (stereo unspecified)	-28	-0.2	1	16	4	15	-1.0	5	-1
COc1cc(C2C(C#N)=C(N)Oc3cc(C)oc(=O)c32)ccc1OC(=O)N1CCOCC1 (stereo unspecified)	-7	-1.5	1	-1	4	-12	-1.9	0	5
O=[N+]([O-])c1ccc(Nc2ccccc2)c2nonc12	5	-4.4	-7	11	-3	12	-3.2	1	-2
CCOC(=O)C1=C(O)CCn2c1nc1ccccc12	-8	-3.8	6	14	-4	15	-2.3	-4	2
CCOC(=O)C1CCN(C(=O)CCNC(=O)c2cc(OC)c(OC)c(OC)c2)CC1	-8	-3.4	2	-5	7	12	-3.1	0	0
COC(=O)c1ccc(/C=N/N2CCN(Cc3ccccc3)CC2)cc1	-1	-1.9	0	-3	9	-10	-0.9	1	-5
O=C(N/N=C/c1cc2c(cc1Cl)OCO2)c1ccccn1	-3	-2.7	5	3	5	.	-10	.	3
CNC(=O)Nc1cc(NC(=O)NC)cc(C(F)(F)F)c1	2	-1.5	-5	1	9	11	-3.6	-6	-3
COc1ccccc1/C=C(/C(=O)OCC(=O)N(C)Cc1ccccc1)c1ccccc1	-27	-0.1	3	-8	3	-14	-0.8	-8	4
Cc1cc(C(=O)CSc2nnnn2C)c(C)n1CCc1ccc(F)cc1	-6	-2.7	2	-5	4	19	-2.0	-12	4
CCS(=O)(=O)N1CCC(C(=O)Oc2ccccc2OC)CC1	-7	-1.4	-2	1	-1	-12	-1.7	-5	0
CC(C)(C)NC(=O)CSc1nnc(NC(=O)c2ccccc2Cl)s1	-2	-1.3	-11	8	5	7	2.7	-6	3
O=C(NCc1ccc(OC(F)(F)F)cc1)C1CC(c2c(Cl)cccc2Cl)=NO1 (stereo unspecified)	-16	-2.4	-3	-7	2	6	-0.6	6	-2
NC(=O)Cn1c(=O)n(C2CCCCC2)c(=O)c2c3c(sc21)CCCCC3	-6	-4.9	3	3	0	15	-3.0	-12	0
COC(=O)c1ccccc1NC(=O)CCS(=O)(=O)c1cc2c(cc1C)NC(=O)CO2	-22	-2.4	2	3	-7	17	-5.5	-16	5
CCOc1ccc(C2C(C#N)=C(N)Oc3n[nH]c(C)c32)cc1OC(=O)C1CC1 (stereo unspecified)	-2	-3.6	-5	13	2	16	-0.3	-28	-1
O=C(O)c1ccccc1-c1ccccc1C(=O)Nc1ccc(F)cc1	-3	-2.3	4	3	4	3	-2.4	4	0
O=C(/C=C/Nc1cccc(C(F)(F)F)c1)c1ccco1	0	-3.7	2	8	6	14	-2.3	-8	-1
CC(NCCOc1ccccc1F)C(=O)Nc1ccc(S(N)(=O)=O)cc1 (stereo unspecified)	-3	-1.4	-4	-4	1	0	-1.0	-9	-3
Cc1cc(OCc2ccc(C(=O)Nc3ccc(C(=O)O)cc3)o2)ccc1Cl	-18	-2.9	7	-3	-3	13	-3.1	0	3
Cc1c(-n2c(SCC(=O)O)nnc2-c2ccccc2Cl)c(=O)n(-c2ccccc2)n1C	-11	-3.4	9	-1	-4	26	0.2	15	-3
CC(=O)C1=C(C)Nc2ncnn2C1c1ccc(F)cc1 (stereo unspecified)	-7	-1.1	0	0	4	9	-1.1	-8	4
CCOC(=O)C1CCN(C(=O)C2CCN(S(=O)(=O)c3cccc4cccnc34)CC2)CC1	-27	-3.1	-3	0	.	16	-2.2	-16	.
CCCn1nc(NC(=O)c2ccco2)c2cc3cc(C)ccc3nc21	-21	-3.4	-1	14	-5	16	-2.1	-2	-3
CCNC(=O)NC(=O)CSc1nc2ccccc2n1CCOC	-4	-0.2	-11	4	8	15	-0.1	6	-2
CCOCCCNC(=O)c1ccc(Cn2c(=S)[nH]c3c([nH]c4ccc(OC)cc43)c2=O)cc1	-26	-3.3	5	6	5	18	-4.0	-3	3
O=C(Nn1cnc2ccccc2c1=O)c1cccc(Cl)c1	4	-0.2	-2	-1	2	-1	-0.6	15	1
CN(C)/C=C/C(=O)c1ccc(F)cc1F	-6	-1.6	2	-11	-2	5	-1.1	2	-2
COc1cc(C(=O)c2nccc3cc(OC)c(OC)cc23)c([N+](=O)[O-])cc1OC	15	-2.6	-2	-8	-4	87*	1.6	1	-2
